# Screening data deposited in PubChem by several laboratories.
# DNA FID counter: displaces DNA intercalator in HCV helicase counter-screen. AID 1845. DNA fluorescent intercalator displacement, fluorescence. 0.17% of 290,000 active. inhibition, % at 7.9 µM; in the data active means inhibition above about 37%;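 further: 0% = vehicle and 100% = reference compound; higher means more ethidium bromide displaced from hairpin DNA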
# OXTR ag: activates the human oxytocin receptor | P30559 | 0.32% of 320,000 active | activation, % at 3 µM | CHO-OTR cells, Fluo-8 calcium fluorescence; normalized: DMSO 0%, oxytocin 100%;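 active means activation above the mean of all tested compounds plus 3 SD, cutoff set per screening run, cut at about 20% in these data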;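 further: peak over basal fluorescence ratio from a 100 s FLIPR kinetic read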
# Target sequence (P30559 whole entry, looked up): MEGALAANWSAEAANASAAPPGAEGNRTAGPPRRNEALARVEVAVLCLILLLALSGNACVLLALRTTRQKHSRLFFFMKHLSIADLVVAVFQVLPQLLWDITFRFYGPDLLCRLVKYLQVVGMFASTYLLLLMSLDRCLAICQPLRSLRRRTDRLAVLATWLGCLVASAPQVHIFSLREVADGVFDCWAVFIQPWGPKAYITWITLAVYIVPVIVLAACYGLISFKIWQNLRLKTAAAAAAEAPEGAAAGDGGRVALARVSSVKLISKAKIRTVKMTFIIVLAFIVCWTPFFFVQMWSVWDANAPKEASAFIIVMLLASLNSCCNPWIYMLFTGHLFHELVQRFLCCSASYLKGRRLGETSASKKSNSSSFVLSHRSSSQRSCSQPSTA
# V1aR counter: activates human V1a receptor in oxytocin agonist counter-screen. P37288. CHO-V1R cells, Fluo-8 calcium fluorescence, agonist mode; 0% DMSO, 100% 3 nM vasopressin. activation, % at 3 µM. 0.25% of 320,000 active. AID 2797;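 active means activation above the mean activation of all tested compounds plus 3 SD, per screening run, cut at about 20% in these data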;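 further: signal is peak over basal fluorescence ratio across a 100 second FLIPR read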
# GPR7 antagonist: blocks human GPR7 receptor signaling. P48145. GPR7-expressing cells, fluorescence antagonist assay. inhibition, % at 4.4 µM. 1.1% of 290,000 active. AID 1861; in the data active means inhibition above about 16%, passing the limit was not always enough;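 further: cells stimulated with the agonist NPW; 0% = agonist with vehicle and 100% = vehicle without agonist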
# Target sequence (P48145 whole entry, looked up): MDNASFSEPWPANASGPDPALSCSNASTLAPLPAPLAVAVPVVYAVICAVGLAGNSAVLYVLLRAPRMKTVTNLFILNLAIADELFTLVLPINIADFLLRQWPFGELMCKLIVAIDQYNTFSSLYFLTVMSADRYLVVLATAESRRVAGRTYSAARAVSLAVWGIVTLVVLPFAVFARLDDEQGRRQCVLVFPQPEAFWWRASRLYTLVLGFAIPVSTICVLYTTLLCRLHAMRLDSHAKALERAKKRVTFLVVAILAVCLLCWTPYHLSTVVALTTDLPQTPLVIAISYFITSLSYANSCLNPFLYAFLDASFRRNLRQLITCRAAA
# VIM-2 inhibitor: blocks Pseudomonas aeruginosa VIM-2 metallo-beta-lactamase | purified VIM-2, nitrocefin hydrolysis, epi-absorbance fluorescence | inhibition, % at 5.6 µM | 0.89% of 290,000 active;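 active means inhibition above the mean of all tested compounds plus 3 SD, cutoff set per screening run, cut at about 7.5% in these data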;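 further: red hydrolysis product quenches plate fluorescence so inhibitors raise well fluorescence; 0% = enzyme with DMSO and 100% = DMSO without enzyme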
# NS3 helicase inh: HCV NS3 helicase inhibition; NS3 helicase DNA unwinding, Cy5 molecular beacon fluorescence; inhibition, % at 10.9 µM; 0.56% of 290,000 active; AID 1800;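 active means inhibition above the mean of all tested compounds plus 3 SD, set per campaign, cut at about 35% in these data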;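 further: 0% = DMSO wells and 100% = thioflavine S control wells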
#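 Material: hepatitis C virus NS3 helicase domain fragment enzyme; measured by: Cy5 fluorescence, 0 and 60 min reads; control set: DMSO and thioflavine S; incubation: 60 min unwinding reaction at 25 °C after ATP addition; read-out basis: % inhibition from 60/0 min fluorescence ratio, DMSO 0%, thioflavine S 100%; repeats: singlicate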
# PHOSPHO1 block: PHOSPHO1 (human) inhibition; recombinant PHOSPHO1, absorbance phosphatase assay; inhibition, % at 13.3 µM; 1.1% of 290,000 active; AID 1565; in the data active means inhibition above about 60%
# Target sequence (Q8TCT1 whole entry, looked up): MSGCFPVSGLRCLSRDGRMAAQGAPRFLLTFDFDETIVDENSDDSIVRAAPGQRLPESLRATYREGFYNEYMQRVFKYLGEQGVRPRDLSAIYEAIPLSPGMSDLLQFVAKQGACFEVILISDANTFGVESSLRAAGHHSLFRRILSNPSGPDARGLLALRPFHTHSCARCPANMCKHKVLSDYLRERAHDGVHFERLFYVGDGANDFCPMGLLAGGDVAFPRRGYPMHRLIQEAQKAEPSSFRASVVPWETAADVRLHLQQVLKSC
# GalR3 antag: human GalR3 antagonism. AID 651719. HEK293 GalR3-CNG cAMP membrane potential fluorescence; galR3 body fused to GalR1 C-terminus. 0.44% of 360,000 active. inhibition, % at 3 µM;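 active means inhibition above the screen-wide average plus 3 SD, cut at about 13% in these data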;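 further: forskolin and galanin both at EC90 stimulate the cells; cAMP rise reported by CNG channel membrane potential dye signal; 0% = forskolin plus galanin with DMSO and 100% = forskolin alone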
# IMP-1 inh: inhibitors of Pseudomonas aeruginosa IMP-1 metallo-beta-lactamase | purified IMP-1, nitrocefin hydrolysis, epi-absorbance fluorescence | inhibition, % at 5.6 µM | 0.45% of 290,000 active | AID 1556;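 active means inhibition above the mean plus 3 SD of all compounds in the same screening run, cut at about 4.5% in these data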;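 further: 0% = IMP-1 with DMSO and 100% = DMSO wells lacking enzyme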
#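 system = purified recombinant IMP-1 beta-lactamase | amount = 0.2 nM IMP-1, as dispensed | medium = HEPES buffer pH 7.1 with ZnSO4 and Brij 35 | times = 25 °C, 15 min preincubation, 25 min reaction | detection = plate fluorescence quenching by hydrolysis product, ex 480/em 530 nm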
# Starred values were filed as active, the others as inactive; . = no result given. Rows are unselected, and some 4.3% of all compounds hit somewhere here.
Molecule	VIM-2 inhibitor	GalR3 antag	IMP-1 inh	PHOSPHO1 block	GPR7 antagonist	DNA FID counter	V1aR counter	NS3 helicase inh	OXTR ag
NS(=O)(=O)c1ccc(-c2ccc(/C=C3\C(=O)Nc4ccccc43)o2)cc1	0.4	.	-0.5	-7.3	-5.0	-1.7	1.1	-6.8	0.5
CC(=O)Nc1ccc([N+](=O)[O-])cn1	-2.7	5.5	-1.8	50.3	3.6	-0.5	0.3	0.9	1.2
Cc1cc(NC(=O)c2cc([N+](=O)[O-])cc([N+](=O)[O-])c2)n(-c2ccccc2)n1	-1.7	-1.4	-1.9	-8.7	-11.1	1.4	4.8	5.9	6.3
COc1ccc(C(=O)NCC(c2cccnc2)N2CCN(c3ccccc3)CC2)cc1OC (stereo not given)	-2.3	.	-2.6	17.0	-14.2	-28.2	0.4	3.8	0.1
O=C(O)CNC(=O)c1cccc(C(F)(F)F)c1	-3.0	-0.5	-3.1	31.7	-4.9	-1.9	1.2	3.1	-0.2
Cn1ccnc1C(O)c1cc(C(C)(C)C)c(O)c(C(C)(C)C)c1 (stereo not given)	-1.8	-3.5	-2.2	20.8	-15.0	-5.2	-0.7	1.3	-1.0
C=CCn1c(COc2ccccc2)nnc1SCC(=O)O	-0.1	-1.2	-1.8	-11.7	-1.1	-1.2	0.7	6.5	0.6
C/C(=N\NC(=O)CSCc1ccc(Cl)cc1)c1ccc2c(c1)OCCO2	-4.2	-5.2	-2.4	24.4	-7.3	-5.8	5.7	-1.4	7.0
O=C(NNC(=O)c1ccc(Cl)cc1Cl)c1cnccn1	-1.5	-0.2	-2.1	-4.4	-11.7	0.6	-0.2	6.6	-0.8
Cc1n[nH]c(=O)nc1N/N=C/c1ccco1	-3.8	-2.6	-3.2	-24.8	-6.4	3.0	-0.3	9.5	-1.4
COc1ccc(/C=N/c2nc3ccccc3n2CCN2CCCCC2)cc1OC	-2.1	-9.8	-3.7	11.5	-6.7	6.0	0.6	-4.5	-0.4
Cc1cc(OCC(=O)NCC(O)c2ccccc2)c2c(C)cc(=O)oc2c1 (stereo not given)	-2.2	-0.5	-3.7	34.4	-7.6	-31.6	-0.5	3.2	0.2

# An excerpt from above, limited to NS3 helicase inh.
SMILES	NS3 helicase inh
NS(=O)(=O)c1ccc(-c2ccc(/C=C3\C(=O)Nc4ccccc43)o2)cc1	-6.8
Cc1cc(NC(=O)c2cc([N+](=O)[O-])cc([N+](=O)[O-])c2)n(-c2ccccc2)n1	5.9

# New compounds follow.
Molecule	VIM-2 inhibitor	GalR3 antag	IMP-1 inh	PHOSPHO1 block	GPR7 antagonist	DNA FID counter	V1aR counter	NS3 helicase inh	OXTR ag
CCOC(=O)CC(=O)NC(C)(C)CCCCC(C)(C)NC(=O)CC(=O)OCC	0.0	-3.2	-2.7	27.3	4.0	-22.6	0.1	-2.3	1.3
C(=N\Nc1ncnc2ccccc12)/c1ccccc1	-3.2	-4.3	-2.7	36.7	3.4	-11.6	-1.2	2.3	-2.2
CCn1c(CSc2nnc(-c3ccncc3)n2CCOC)nc2cc(C(=O)O)ccc21	-2.6	-9.6	-4.2	-19.6	17.2	-4.5	0.2	3.5	0.3
COc1ccc(-c2nc3c(s2)CN(S(C)(=O)=O)CC3)cc1OC	-0.3	1.4	-1.4	.	-7.7	-14.9	.	0.1	.
Cc1nnc(-c2ccccc2)c(=O)n1/N=C/c1c(O)ccc2ccccc12	-3.6	-1.5	-0.6	-30.6	-12.1	-13.8	25.0*	8.4	16.3
CC(=O)O/N=C(/c1nonc1N)N1CCN(c2ccc([N+](=O)[O-])cc2Cl)CC1	-6.2	-6.8	-3.6	-1.1	2.1	1.9	2.3	-1.3	0.5
Cn1c(=O)oc2cc(S(=O)(=O)N3CCC(C(=O)NCc4ccc(F)cc4)CC3)ccc21	-5.1	4.5	-3.1	8.6	-2.4	-1.4	-0.4	8.5	-0.2
C=CCNC(=S)NNC(=O)COc1ccc(Br)cc1	-5.5	-3.1	-4.7	-18.9	-1.7	-7.6	1.5	-8.4	0.1
O=C(OCc1c(Cl)cccc1Cl)c1cccnc1Cl	-1.6	-4.1	-1.7	9.1	5.6	-6.7	-1.2	-3.1	-1.9
COc1ccc(NC(=O)C2CSC(C)(C)N2C=O)cc1 (stereo not given)	-4.7	-3.7	-2.2	-7.7	-6.6	-4.8	0.1	8.7	-0.1
CC(O)C(NS(=O)(=O)c1ccc(Cl)cc1)C(=O)OCC(=O)Nc1cccnc1Cl (stereo not given)	0.9	1.7	2.9	-4.6	25.4*	-6.5	1.5	-18.8	0.9
Cc1cc(C)c2c(=O)cc(C(=O)NCc3ccccc3)oc2c1	2.2	-7.0	-0.7	28.4	-6.2	-19.9	0.8	-4.2	-0.5
O=C(COc1ccc(Cl)cc1)NC(=S)Nc1ccccc1N1CCOCC1	-2.5	0.7	-2.6	.	-6.6	-17.7	3.5	-8.7	-0.9
CCN1/C(=N\N)c2cccc3cccc1c23	-3.2	-0.4	-2.5	-4.5	-0.5	0.5	2.6	16.0	1.6
CC(CCc1ccccc1)NC(=O)CNC(=S)N(Cc1cccs1)C1CCCC1 (stereo not given)	-0.8	-6.5	-1.1	0.6	14.8	-13.4	.	-11.8	.
Cc1nnc(SCC(=O)NCc2ccco2)n1-c1ccc(F)cc1	-2.9	0.5	-4.6	5.7	-19.1	-0.8	-0.2	5.7	0.2
CN1/C(=C/C=C(C#N)C#N)C=Cc2ccccc21	-2.7	-4.6	-2.9	7.2	-14.1	-0.2	3.4	-2.0	4.3
C=CCN=c1scc(C)n1/N=C/c1ccc(O)c(O)c1	0.9	6.1	-2.7	6.5	4.7	1.1	0.4	20.0	0.7
Cc1ccc(C2=NNC(C(O)C(O)C(O)C(C)O)S2)cc1 (stereo not given)	-3.9	-3.5	-0.9	7.1	2.6	-0.9	-0.5	-3.2	-0.2
CC(C)NC(=O)COC(=O)c1ccccc1C(=O)c1ccccc1	2.3	-4.2	0.6	5.6	15.5	-17.1	-0.3	15.2	-0.2
CC1Cc2ccccc2N1c1ncnc2c1nnn2Cc1ccccc1Cl (stereo not given)	-0.8	4.2	-6.5	-3.2	-11.4	-2.7	3.5	2.1	1.2
O=C1NCC(NC(=O)C(F)(F)F)c2cc3c(cc21)OCO3 (stereo not given)	-0.6	-3.8	-2.5	27.7	-5.6	0.1	0.4	0.0	1.9
CCCc1[nH]nc2c1C(c1c(C)nn(-c3ccccc3)c1Cl)C(C#N)=C(N)O2 (stereo not given)	-2.2	5.8	-2.8	10.7	2.5	-11.6	-0.5	12.4	-1.7
CCOC(=O)C(C)Sc1ncnc2nc[nH]c12 (stereo not given)	-1.8	-7.9	-2.4	-0.8	-2.1	0.5	1.6	3.1	1.9
Cc1cc(C)nc(NC(=O)Cc2ccc([N+](=O)[O-])cc2)c1	-4.5	-3.9	-3.9	-7.5	-3.5	-0.5	0.1	13.6	-2.1
Cc1nc(Oc2ccccc2)c2ccsc2n1	1.0	-5.6	-0.7	5.4	-1.3	-1.4	-0.4	10.2	-2.2
CCCCCCNC(=O)c1ncn[nH]1	-2.6	-3.2	-2.9	20.0	-7.6	-8.9	0.0	-4.6	0.5
C(=N/Nc1nc(-c2ccccc2)cc(-c2ccccc2)n1)/c1cccnc1	-2.3	-4.9	-3.2	1.1	-11.3	-28.9	-0.7	-0.2	-1.0
CC1(C)Cc2cccc(Oc3cc(NN4CCCCC4)c([N+](=O)[O-])cc3[N+](=O)[O-])c2O1	-1.6	-5.1	-1.3	-7.3	-13.9	-7.5	1.0	-2.0	-1.5
CC/C(O)=C1\C(=O)CC(C)(C)CC1=Nc1ccccc1C	-3.2	0.6	0.5	-13.0	-10.3	-22.2	-0.8	-8.6	-2.1
CC(C)CC(NC(=O)c1ccc(Cl)cc1)C(=O)OCC(=O)c1ccc2c(c1)NC(=O)CO2 (stereo not given)	0.5	-6.7	-2.0	-3.6	-4.2	-13.1	1.4	0.8	-1.7
Cc1ccc(NC(=O)COc2ccc(-c3nnco3)cc2)cc1S(=O)(=O)N1CCOCC1	-2.4	-3.7	-2.5	17.2	0.9	-11.8	8.4	10.6	3.4
CC(Sc1nc2scc(-c3ccccc3)c2c(=O)[nH]1)C(=O)NC(N)=O (stereo not given)	-2.8	-8.0	-3.6	-64.2	-8.7	-9.5	-0.9	-4.1	-1.2
CC1(C)CC(=O)c2cnc3nc4ccccc4n3c2C1	-2.7	-0.5	-3.8	5.7	-10.4	-1.7	0.3	2.2	-0.6
C=CCn1c(SCC(=O)NCc2ccc3c(c2)OCO3)nnc1-c1cccnc1	-2.4	0.5	0.1	-18.8	-8.1	-8.9	0.4	-4.2	0.3
CN1CCc2c(sc(/N=C/c3cccs3)c2C(N)=O)C1	-0.9	.	-3.6	15.2	-7.7	0.0	3.9	-2.6	1.1
O=C(COC(=O)/C=C/c1cn(-c2ccccc2)nc1-c1cccnc1)Nc1ccc(Cl)cc1Cl	-4.2	-1.4	-4.2	-18.9	5.7	-4.4	-0.7	15.6	-1.6
CCC1CCC(C(=O)NC(C(=O)NCCN2CCOCC2)C(C)C)CC1 (stereo not given)	-2.0	-7.5	-1.2	35.1	2.6	-4.6	-1.2	3.6	-1.1
COc1ccc(/C=C/C(=O)NC(=S)NNC(=O)c2c(-c3ccccc3)noc2C)cc1	-3.3	2.2	1.1	-26.9	-5.7	-7.6	20.0	-0.5	13.9
COC(=O)c1ccc(NC(=S)NCc2ccco2)cc1	-2.5	-4.8	-2.0	-17.9	13.5	-5.3	9.1	0.3	2.5
Nc1ncc(Br)cc1N=Cc1ccccc1	-2.6	-3.5	1.2	-4.0	-1.2	0.6	0.5	1.3	0.7
O=C(NC1CCCc2ccccc21)c1cc(F)cc(F)c1 (stereo not given)	-1.7	-9.8	-0.4	44.9	-6.8	-11.3	-1.4	0.7	-2.5
COc1ccc(CNC(=O)Cn2nc(C)n3cccc3c2=O)cc1	-1.8	-5.3	-3.2	32.4	-20.8	-9.7	-0.6	-3.2	-0.1
CC1=C(C(N)=O)C(c2cccs2)n2nc(-c3cccc(C)c3)nc2N1 (stereo not given)	-1.0	-4.5	-0.8	.	-1.2	-1.2	1.1	-3.2	0.7
Cc1ccccc1S(=O)(=O)Nc1ncc(C(F)(F)F)cc1Cl	-1.1	-3.5	-2.4	-89.3	-2.1	-7.6	1.4	6.1	0.3
CC(C)Nc1nc(NC(C)C)nc(OCCOC(=O)c2ccccc2)n1	-3.7	6.1	-1.8	-3.4	-4.3	-6.2	-1.3	-5.5	-2.3
Cn1c(SC/C=C/c2ccccc2)nnc1-c1cccs1	1.5	-5.9	-6.1	-7.1	-3.1	-26.6	-1.0	2.4	-0.6
